# High-throughput results from PubChem BioAssay.
# Mdm2-MdmX inh = disrupts the human Mdm2-MdmX interaction. SaOS-2 split-luciferase Mdm2/MdmX complementation, luminescence. inhibition, % at 8 µM. 3% of 330,000 active. AID 485346;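 active = inhibition of at least 50% at 8 µM in the primary screen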
# Target sequence (O15151 whole entry, looked up): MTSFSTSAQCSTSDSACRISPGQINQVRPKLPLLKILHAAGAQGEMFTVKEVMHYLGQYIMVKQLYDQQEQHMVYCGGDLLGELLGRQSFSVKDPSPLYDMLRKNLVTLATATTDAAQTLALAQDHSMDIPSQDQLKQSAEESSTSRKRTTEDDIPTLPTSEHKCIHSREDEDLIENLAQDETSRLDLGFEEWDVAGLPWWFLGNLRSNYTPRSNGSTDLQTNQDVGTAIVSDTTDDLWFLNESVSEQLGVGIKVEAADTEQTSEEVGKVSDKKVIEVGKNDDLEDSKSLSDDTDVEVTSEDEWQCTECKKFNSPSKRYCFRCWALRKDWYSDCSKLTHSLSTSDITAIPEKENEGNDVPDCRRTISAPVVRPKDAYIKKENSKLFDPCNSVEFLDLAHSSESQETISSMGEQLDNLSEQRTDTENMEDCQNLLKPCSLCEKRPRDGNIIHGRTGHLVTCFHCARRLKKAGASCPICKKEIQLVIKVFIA
# Target sequence (Q00987 whole entry, looked up): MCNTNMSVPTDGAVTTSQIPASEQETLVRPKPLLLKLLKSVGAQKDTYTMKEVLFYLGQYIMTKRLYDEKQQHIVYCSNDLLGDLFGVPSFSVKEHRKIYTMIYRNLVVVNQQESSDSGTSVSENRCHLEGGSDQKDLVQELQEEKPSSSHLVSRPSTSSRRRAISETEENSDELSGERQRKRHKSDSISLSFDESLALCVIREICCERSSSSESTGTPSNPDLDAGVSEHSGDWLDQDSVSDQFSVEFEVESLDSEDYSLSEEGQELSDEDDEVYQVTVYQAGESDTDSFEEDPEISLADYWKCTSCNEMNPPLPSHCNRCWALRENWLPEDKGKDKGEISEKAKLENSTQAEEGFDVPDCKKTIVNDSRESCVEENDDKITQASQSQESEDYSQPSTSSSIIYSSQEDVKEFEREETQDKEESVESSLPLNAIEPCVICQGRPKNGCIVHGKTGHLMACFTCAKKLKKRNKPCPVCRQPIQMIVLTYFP
# tim23-1 inh = tim23-1 yeast growth inhibition. 1.3% of 330,000 active. S. cerevisiae tim23-1 growth, BacTiter-Glo luminescence, 24 h. AID 463212. inhibition, % at 20 µM;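 active = growth inhibition of the mutant yeast at or above 50%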;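 also: temperature-sensitive mutant grown at 25 °C; plate controls were DMSO-treated mutant yeast for no effect and medium wells lacking yeast for full effect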
# tim10-1 inh = growth inhibitors of tim10-1 mutant yeast; S. cerevisiae tim10-1 ts strain growth, BacTiter-Glo, 24 h; inhibition, % at 20 µM; 2.2% of 330,000 active;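 active = inhibition of at least 40%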;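 also: mutant grown at 25 °C; 0% = DMSO wells with yeast and 100% = wells holding no yeast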
# 697 NFkB inh = lowers PMA/ionomycin-induced NF-kB signal in 697 B cells | 0.33% of 330,000 active | 697 B-cell NF-kB luciferase reporter, 16 h | inhibition, % at 4 µM; in the data active = inhibition above about 35%
# Jurkat NFkB inh = inhibitors of the PMA/ionomycin-induced NF-kB reporter in Jurkat cells; PMA/ionomycin-induced NF-kB luciferase reporter, luminescence; inhibition, % at 4 µM; 0.53% of 330,000 active; in the data active = inhibition above about 50%
# TIM10 inh = inhibits growth of TIM10 yeast strain. S. cerevisiae TIM10 strain growth, BacTiter-Glo luminescence, 24 h. inhibition, % at 10 µM. 1.4% of 330,000 active. AID 463195;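 active = inhibition of 40% or more at the single tested concentration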;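 also: wild-type TIM10 isogenic control strain grown at permissive 25 °C; 0% = DMSO yeast wells and 100% = minimal medium wells without yeast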
# UPR CHOP act = apoptotic UPR (CHOP) activation; activation, % at 10 µM; AID 449763; CHO-CHOP luciferase reporter, luminescence; percent of tunicamycin response over DMSO baseline; 0.34% of 330,000 active;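 active = at 10 µM dose, activation of 40% or more, normalized to positive control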;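 also: 100% = tunicamycin at 10 µg/mL and 0% = DMSO alone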
#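 Assay system: CHO-CHOP cells, stable luciferase reporter of PERK-eIF2a-CHOP signalling / Buffer or medium: F12 plus 10% serum / Compound dosing: one dose, 10 µM in 0.5% DMSO / Times: 6 h compound treatment, 37 °C / Technique: luciferase luminescence / Read-out: % reporter activation, DMSO baseline versus tunicamycin full activation / Benchmarks: tunicamycin and DMSO controls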
# UPR XBP1 act = adaptive UPR (XBP1) activation | CHO-XBP1 luciferase reporter, IRE1-XBP1 UPR activation, luminescence; percent of tunicamycin response, DMSO as zero | activation, % at 20 µM | 0.33% of 330,000 active;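 active = versus positive control, 20 µM dose yields 30% or more activation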;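 also: 100% = tunicamycin at 10 µg/mL and 0% = DMSO only wells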
#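 assay system = CHO-XBP1 luciferase reporter cells | amount = 1000 cells/well | buffer or medium = F12 plus 10% FBS | compound dosing = single point, 20 µM final compound, 1% DMSO | incubation = 16-18 h cell attachment at 37 °C, then 6 h compound exposure | detection = Steady-Glo luminescence read | controls = tunicamycin 10 µg/mL and vehicle-only wells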
# * marks the source's active call; other numbers are inactive results.
1	O=C(NC(=S)Nc1ccccc1N1CCCCC1)c1cccs1
2	S=C(NCCc1ccccc1)N1CCn2cccc2C1c1ccncc1 (centres undefined)
3	C1CCc2c(nc3nnnn3c2NCC2CC2)C1
4	Cc1ccc(C(=O)COC(=O)c2ccc(O)cc2)cc1
5	Cc1ccc(NC(=O)N2CCCCCC2)cc1C
6	CCCn1c(CN2CCN(C(=O)OCC)CC2)nc2cc(NC(=O)CC)ccc21
7	C1=CC2CC1CC2CNCc1ccco1 (centres undefined)
8	CCOc1ccc(C2C(C(=O)c3ccc(C)o3)=C(O)C(=O)N2Cc2cccnc2)cc1 (centres undefined)
9	Nc1c(C(=O)NCc2ccco2)nnn1-c1ccccc1
10	CC(=O)NS(=O)(=O)c1ccc2c(c1)Cc1cc(S(=O)(=O)NC(C)=O)ccc1-2

Screen / compound no. | 1 | 2 | 3 | 4 | 5 | 6 | 7 | 8 | 9 | 10
Mdm2-MdmX inh | 24 | 11 | 14 | -37 | -19 | 32 | 11 | -20 | 2 | 3
tim23-1 inh | 41 | 24 | 0 | 10 | -2 | 12 | -1 | 15 | -13 | 8
tim10-1 inh | 43* | 35 | 2 | -12 | -6 | 16 | 8 | -8 | 12 | -2
697 NFkB inh | 2 | -13 | 6 | -19 | -26 | -24 | 7 | -12 | -32 | -12
Jurkat NFkB inh | -5 | -26 | 4 | -96 | -60 | 37 | 6 | -3 | -13 | -3
TIM10 inh | 52* | -20 | 2 | -12 | -12 | 3 | 4 | -7 | -4 | -10
UPR CHOP act | -0.7 | 2.2 | 0.0 | 2.2 | 3.1 | 0.1 | 1.7 | -0.5 | 2.3 | -1.2
UPR XBP1 act | -4 | -7 | 3 | -2 | 2 | 0 | -1 | -7 | 1 | -2

# One compound at a time, as listed above. Order of values: Mdm2-MdmX inh	tim23-1 inh	tim10-1 inh	697 NFkB inh	Jurkat NFkB inh	TIM10 inh	UPR CHOP act	UPR XBP1 act
# `Nc1c(C(=O)NCc2ccco2)nnn1-c1ccccc1` is listed with 2	-13	12	-32	-13	-4	2.3	1
# `Cc1ccc(NC(=O)N2CCCCCC2)cc1C` is listed with -19	-2	-6	-26	-60	-12	3.1	2

# Other entries.
11	O=C1COc2ccc(S(=O)(=O)N3CCCCCC3)cc2N1
12	CC(C)(C)c1ccc(/C=C(\C#N)C(=O)NC2CC2)cc1
13	Cc1cc(NC(=O)CCC(=O)N(c2cccc(F)c2)C(C(=O)NC2CCCC2)c2ccccc2)no1 (centres undefined)
14	Cc1cc(C)c(C)c(S(=O)(=O)Nc2cccnc2)c1C
15	O=C(O)C(C(=O)/C=C/c1ccco1)=C1SCCS1
16	CCOc1ccc(C(=O)Nc2cccc(C(=O)O)c2)cc1Cl
17	CCN(CC)S(=O)(=O)c1ccc(/C=C/C(=O)Nc2ccc(Br)cc2F)cc1
18	CCCC(=O)NC(c1ccc(OC)c(OC)c1)c1c(O)ccc2ccccc12 (centres undefined)
19	Cc1cc(C(=O)Nc2ccccc2)c2ccccc2n1
20	COc1cc(OC)cc(C(=O)N[C@H](C(=O)Nc2ccccc2N2CCOCC2)C(C)C)c1

Screen / compound no. | 11 | 12 | 13 | 14 | 15 | 16 | 17 | 18 | 19 | 20
Mdm2-MdmX inh | 18 | -16 | 3 | 13 | -5 | -86 | 29 | 19 | 36 | -22
tim23-1 inh | 25 | 85* | 8 | 21 | 10 | 18 | 20 | 17 | 6 | 11
tim10-1 inh | 23 | 51* | -16 | 16 | -6 | 17 | 14 | 15 | -4 | 24
697 NFkB inh | 9 | -47 | 12 | 2 | -15 | 10 | -56 | 16 | -2 | 0
Jurkat NFkB inh | -9 | 20 | 19 | 0 | -9 | 34 | 31 | -18 | -23 | -9
TIM10 inh | 3 | 58* | 3 | 26 | 0 | 3 | 13 | 2 | 10 | 8
UPR CHOP act | 3.6 | 1.1 | 0.7 | 1.3 | 0.6 | -7.1 | 2.1 | 1.1 | 1.7 | 1.5
UPR XBP1 act | -3 | 4 | 0 | -2 | -3 | -9 | 5 | -5 | -6 | -1

21	C=CC[C@@H](CC(=O)N(CCO)Cc1ccccc1)C(=O)NC[C@H](OC(=O)[C@@H](CC=C)Cc1ccc(F)cc1)c1ccccc1
22	Nn1cnn(Cc2ccccc2)c1=S
23	CN(C)C(=O)COc1ccc2c(-c3ccccc3)cc(=O)oc2c1
24	COc1ccccc1N1CCN(CC(=O)c2c(C)[nH]c3cc(C)ccc23)CC1
25	Cc1nccn1CC(=O)N/N=C/c1cccc(O)c1
26	CCN1C(=O)[C@H]2[C@@H](c3ccc(-c4ccc(Cl)c(Cl)c4)c(OC)c3)N[C@@](C)(C(=O)OC)[C@H]2C1=O
27	CSc1ccc(CNc2ccc(C)cc2)cc1
28	Cc1ccc2c(Cl)c(C(=O)Nc3cccnc3)sc2c1
29	Cc1ccc([N+](=O)[O-])cc1NC(=S)NC(=O)C(C)(C)C
30	O=C(CNC(=O)c1ccco1)OCC(=O)c1ccccc1Cl
31	Cc1nc(Nc2nc3ccccc3o2)nc2c1CCC2
32	O=C(COC(=O)c1ccc(S(=O)(=O)NCc2ccco2)cc1)Nc1ccc(Cl)cn1

Screen / compound no. | 21 | 22 | 23 | 24 | 25 | 26 | 27 | 28 | 29 | 30 | 31 | 32
Mdm2-MdmX inh | 85* | -16 | -6 | 20 | 12 | 57* | -22 | -21 | 18 | -6 | 25 | 4
tim23-1 inh | 17 | 12 | -2 | 0 | -2 | 26 | 6 | 28 | 26 | 12 | 27 | -12
tim10-1 inh | 6 | 0 | -5 | -1 | 5 | 23 | 4 | -20 | 16 | 5 | 10 | 17
697 NFkB inh | 28 | -7 | -7 | 5 | -11 | -19 | -16 | -19 | -18 | 7 | -124 | -15
Jurkat NFkB inh | 3 | 4 | 7 | 0 | -8 | -21 | -47 | -33 | 4 | 10 | -60 | -4
TIM10 inh | 10 | -9 | -10 | -4 | -8 | 20 | 2 | 29 | 15 | -18 | 2 | 7
UPR CHOP act | 13 | 1.2 | 1.7 | -0.9 | -1.7 | 0.3 | 2.5 | 6.9 | 0.5 | -2.9 | -7.5 | -1.1
UPR XBP1 act | -8 | -2 | -2 | -3 | -2 | -2 | 1 | 4 | -4 | 0 | -9 | 0

# Rewritten with bars between the fields: 4 of the compounds above.
item | Compound | Mdm2-MdmX inh | tim23-1 inh | tim10-1 inh | 697 NFkB inh | Jurkat NFkB inh | TIM10 inh | UPR CHOP act | UPR XBP1 act
29 | Cc1ccc([N+](=O)[O-])cc1NC(=S)NC(=O)C(C)(C)C | 18 | 26 | 16 | -18 | 4 | 15 | 0.5 | -4
30 | O=C(CNC(=O)c1ccco1)OCC(=O)c1ccccc1Cl | -6 | 12 | 5 | 7 | 10 | -18 | -2.9 | 0
31 | Cc1nc(Nc2nc3ccccc3o2)nc2c1CCC2 | 25 | 27 | 10 | -124 | -60 | 2 | -7.5 | -9
32 | O=C(COC(=O)c1ccc(S(=O)(=O)NCc2ccco2)cc1)Nc1ccc(Cl)cn1 | 4 | -12 | 17 | -15 | -4 | 7 | -1.1 | 0
